Arrestin-AP2 inh: inhibitors of human beta-arrestin and AP2 interaction; FITC-arrestin peptide / GST-AP2 beads, flow cytometry; AP2 beta2 appendage carries R879A mutation; inhibition, % at 10 µM; 340,000 tested, 0.31% active;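 active means inhibition above a set limit, near 3 SD of compounds lacking own fluorescence, cut at about 54% in these data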;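 further: plate controls were DMSO wells for no effect and 5 µM unlabelled arrestin peptide for full effect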
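System: GST-AP2 R879A bound to glutathione beads, E. coli-expressed. Also added: 50 nM FITC-arrestin peptide. Schedule: compound with beads 12 min RT, then probe 1 h RT. Signal: bead flow cytometry, FITC channel. Read-out basis: percent response.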
E coli growth: reduces bacterial viability in AddAB counter-screen | 330,000 tested, 0.27% active | inhibition, % at 11.9 µM | E. coli V3065 growth, OD600 absorbance, 18 h;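 active means inhibition above the campaign's mean inhibition across all tested compounds plus 3 SD, cut at about 9.9% in these data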;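 further: uninfected addAB+ strain grown without phage in ampicillin broth; 0% = DMSO wells and 100% = ciprofloxacin 0.95 µg/ml wells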
PfHsp90 yeast 2: inhibits growth of yeast expressing Plasmodium falciparum Hsp90; S. cerevisiae expressing PfHsp90, BacTiter-Glo ATP, 48 h; yeast lacking PDR1 and PDR3 efflux regulators; AID 504621; 310,000 tested, 0.32% active; inhibition, % at 9.4 µM;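 active means every replicate shows inhibition above about 80%, whatever the replicate mean, limit read from the data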;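 further: 0% = DMSO neutral controls and 100% = 20 µM radicicol positive controls; yeast relying on Plasmodium falciparum Hsp90 in place of its own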
SUMO Mot1 rescue: SUMOylation pathway inhibition by Mot1-301 growth rescue; S. cerevisiae Mot1-301 growth rescue, ATP luminescence, 38.5C; percent above DMSO median, 100 means doubled; 320,000 tested, 1% active; growth rescue, % at 18.8 µM;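 active means every valid replicate shows activation above 250% relative to neutral control wells; inactive means the rest, any valid replicate at or below 250%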;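 further: OY570 slx delta 5 strain wells were the positive control but not used for scaling; some compounds called inactive have numbers as strong as hits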
phage Ecoli inh: E. coli growth loss with phage present; growth absorbance; inhibition, % at 11.9 µM; 360,000 tested, 0.26% active; in the data active means inhibition above about 11%
Tat transport: blocks Tat-dependent protein export in E. coli; E. coli MC4100 TorA-mCherry Tat export, fluorescence; inhibition, % at 10 µM; 340,000 tested, 0.036% active; AID 488895;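 active means mean replicate inhibition at least 50% and at least half of replicates individually reaching 50%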;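 further: exported cargo escapes ClpAP degradation while cytoplasmic cargo is degraded and loses fluorescence; 0% = median of neutral control wells and 100% = median of NaSCN control wells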
PKA-R1A activ: activators of PKA-R1A complex; P00514+P68181; activation, % at 11.4 µM; 340,000 tested, 0.083% active; PKA-R1A dissociation, Cy5-IP20 fluorescence polarization; scaled: DMSO 0%, 113 µM cGMP 100%;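 active means percent activation above the mean of all tested compounds plus 3 SD, cut at about 19% in these data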;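 further: higher means more PKAc released from R1A so a rise in polarization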
DSG3 Ab inh: inhibitors of pemphigus antibody binding to human desmoglein-3 | DSG3-coupled beads, scFv-anti-DSG3-GFP binding, flow cytometry; hits give low values | 310,000 tested, 0.48% active | binding (percent of control), % at 10 µM;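 active means binding more than 3 SD below its plate's average and above zero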;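 further: hits lower antibody fragment binding to DSG3; some compounds called inactive have numbers as strong as hits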
AddAB inh: less growth of phage-infected E. coli with AddAB. inhibition, % at 11.9 µM. AID 435030. 330,000 tested, 0.29% active. E. coli expressing H. pylori AddAB, absorbance growth; in the data active means inhibition above about 12%;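 further: 0% = vehicle wells of infected cells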
OPRM1-OPRD1 inv: inverse agonist of human OPRM1-OPRD1 heterodimerization | 340,000 tested, 0.21% active | inhibition, % at 9.3 µM | cell-based MOR-DOR heterodimer luminescence, inverse agonism; in the data active means inhibition above about 22%, passing the limit was not always enough;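 further: 0% = cells with DMSO and 100% = wells without cells with DMSO; values of inactives mirror those of a sister screen read the other way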
Target sequence (P35372 whole entry, looked up): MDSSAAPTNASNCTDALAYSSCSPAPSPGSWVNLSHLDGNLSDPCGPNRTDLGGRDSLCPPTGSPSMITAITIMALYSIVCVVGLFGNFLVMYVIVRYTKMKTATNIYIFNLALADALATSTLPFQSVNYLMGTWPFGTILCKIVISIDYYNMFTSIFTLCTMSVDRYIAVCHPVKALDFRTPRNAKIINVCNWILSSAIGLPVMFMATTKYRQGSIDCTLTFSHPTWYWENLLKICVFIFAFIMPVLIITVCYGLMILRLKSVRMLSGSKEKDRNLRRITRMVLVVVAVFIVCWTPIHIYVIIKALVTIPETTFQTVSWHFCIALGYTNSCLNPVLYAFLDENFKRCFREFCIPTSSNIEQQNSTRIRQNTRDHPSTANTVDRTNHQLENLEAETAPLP
Target sequence (P41143 whole entry, looked up): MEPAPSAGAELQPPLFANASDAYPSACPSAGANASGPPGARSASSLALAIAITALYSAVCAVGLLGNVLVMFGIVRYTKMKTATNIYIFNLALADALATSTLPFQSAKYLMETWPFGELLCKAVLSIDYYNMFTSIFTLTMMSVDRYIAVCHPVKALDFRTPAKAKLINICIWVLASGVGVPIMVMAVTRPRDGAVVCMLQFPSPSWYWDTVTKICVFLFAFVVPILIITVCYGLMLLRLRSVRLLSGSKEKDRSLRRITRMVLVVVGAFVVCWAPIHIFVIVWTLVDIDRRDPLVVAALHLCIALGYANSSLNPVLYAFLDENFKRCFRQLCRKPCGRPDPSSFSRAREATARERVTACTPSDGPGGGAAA
MOR-DOR ag: OPRM1-OPRD1 heterodimerization agonism. cells, luminescence. activation, % at 9.3 µM. 340,000 tested, 0.3% active. AID 504326; in the data active means activation above about 18%;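 further: 0% = vehicle-treated cells and 100% = reference agonist; values of inactives mirror those of a sister screen read the other way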
An asterisk follows results filed as active; · = no result given.

SMILES	Arrestin-AP2 inh	E coli growth	PfHsp90 yeast 2	SUMO Mot1 rescue	phage Ecoli inh	Tat transport	PKA-R1A activ	DSG3 Ab inh	AddAB inh	OPRM1-OPRD1 inv	MOR-DOR ag
CCCC(=O)Nc1ccc2c(c1)nc(CN1CCN(C(C)=O)CC1)n2C	0.8	-0.6	-11.5	-2.3	1.8	-1.5	1.4	109.0	2.4	13.9	-2.4
C/C(=N\NC(=O)c1ccn(C)n1)c1ccc(NC(=O)C2CCCC2)cc1	33.3	-1.0	16.7	9.9	2.9	4.8	0.3	118.0	0.6	9.2	-1.7
O=S1(=O)CCC(NC(=S)N2CCCCC2)C1 (centres undefined)	-3.3	0.7	-5.1	-1.3	2.5	-6.2	-1.7	94.5	3.3	14.9	-2.9
Cc1ccccc1C(=O)NNC(=O)C12CC3CC(CC(C3)C1)C2	9.7	-0.1	6.4	3.9	3.5	-10.1	1.9	96.7	2.7	15.1	-3.0
FC(F)Sc1ccc(N=C2NN=C(c3ccc4c(c3)OCCO4)CS2)cc1	4.2	-0.2	-61.4	329.9	2.8	4.9	0.6	97.0	4.0	0.5	-0.1
Oc1ccccc1C=NN=C1c2ccccc2-c2ccccc21	23.2	·	-1.0	·	0.9	5.5	-5.7	101.2	·	23.2	-5.3
COc1ccc(-n2nc3cc(C)c(NC(=O)c4cccnc4)cc3n2)cc1	11.8	1.1	-18.0	-4.4	3.1	5.9	-15.8	97.7	2.4	20.9	-4.3
COc1ccc(CNc2nc(-c3cccnc3)nn2C(=O)C(C)C)cc1	16.5	·	-11.5	·	4.6	3.9	-3.1	97.3	·	-3.5	0.7
COc1ccc(-n2c(Cc3cc(=O)[nH]c(=O)[nH]3)nnc2SCC(=O)N2CCC(C)CC2)cc1	-0.1	0.2	16.4	6.6	2.3	-7.5	8.1	103.2	3.0	11.7	-2.3
COc1ccc(/C=N/NC(=O)c2ccc(-n3cnnn3)cc2)cc1	-2.7	·	10.0	·	2.5	-0.6	-6.8	101.5	·	4.5	-0.7
Cc1ccc(OCCC(=O)OCC(=O)N2CCN(S(=O)(=O)c3ccc(C)cc3C)CC2)cc1	1.6	-0.8	-36.9	-4.3	-0.1	10.3	-6.1	103.3	-0.2	-18.8	3.6
Cc1ccc(C)c(OCCC(=O)N2CCN(S(=O)(=O)c3cc(C)ccc3C)CC2)c1	-6.2	-2.1	-27.9	-13.8	-2.4	18.5	1.7	102.0	0.0	-4.5	0.9
O=C(NCc1cccnc1)C1CCC(c2ccc(Cl)cc2)CC1 (centres undefined)	-9.0	0.3	-13.7	269.6	1.5	-11.5	-10.8	110.6	3.0	9.5	-1.8
CC(C)n1cc(C(=O)NC2CC(C)(C)Cc3c2cnn3-c2ccccc2)cn1 (centres undefined)	-3.1	-4.0	-14.5	2.4	-0.2	-6.7	-7.6	109.4	3.4	4.3	-0.8
Cc1cccc(-c2nc3ccccc3c(=O)n2NC(=O)/C=C/c2ccc([N+](=O)[O-])cc2)c1	15.1	0.9	-18.7	11.2	4.5	-3.8	-5.9	110.7	4.0	-24.6	3.4
CN1C(=O)C2(NC(=O)c3ccccc3N2C)c2ccccc21 (centres undefined)	-5.3	-1.3	-20.9	10.6	-3.8	-0.1	5.8	86.7	-0.2	1.9	-0.4
COc1ccc2c3c(cccc13)C(=O)CC2	38.4	·	-2.3	-37.9	3.8	-33.3	-2.5	97.7	·	14.1	-2.5
Cc1ccc(NC(=O)OCCNC(=O)OC(C)C)cc1	-3.3	-0.3	18.8	-5.0	5.8	-1.4	-4.1	102.8	-0.9	11.7	-2.1
O=C(N/N=C/c1cc([N+](=O)[O-])ccc1O)c1c[nH]c2ccccc12	9.8	-0.7	16.3	·	3.4	8.9	3.4	96.4	7.8	17.9	-3.4
Nn1c(CSc2ccccn2)nc2ccccc2c1=O	15.9	0.0	-7.0	140.3	1.4	3.8	-5.0	94.5	1.3	10.0	-1.9
CN(C)S(=O)(=O)c1cccc(NC(=O)COc2ccc3ccccc3c2)c1	-4.8	0.2	·	-1.3	1.0	0.5	-4.3	97.2	-1.3	-0.8	0.2
Cc1cc(NC(=O)C(C)C)ncc1NC(=O)c1ccccn1	-2.4	-0.4	-0.1	-9.5	3.2	-6.9	-3.2	104.7	1.3	14.4	-3.1
CC(=O)c1c(N2CCOCC2)nc(=O)n(-c2ccccc2)c1C	-7.7	0.8	-14.9	3.0	2.4	9.9	-1.8	100.0	-1.8	13.9	-2.4
O=C(NCC1CCCO1)C1CCN(C2CCN(C3CCCCCC3)CC2)CC1 (centres undefined)	-7.9	-0.2	-1.1	285.6	5.2	-1.1	-1.3	126.1	3.0	2.2	-0.4
C/C(CCN1CCc2nc(-c3ccccc3)c(-c3ccccc3)cc2C1)=N\O[C@@H](C)c1cc(-c2c(C)cc(C)cc2C)no1	-8.6	-0.4	-6.9	57.4	·	-5.7	-1.2	98.7	1.6	10.0	-2.2
CC12CCC(=O)N1C(C(=O)Nc1nc(-c3ccccc3Cl)cs1)CS2 (centres undefined)	5.8	0.7	-7.9	-11.8	6.7	7.4	-1.4	94.3	3.6	-14.2	2.2
Cc1cc(C)c2ccc(=S)[nH]c2n1	15.3	0.2	-2.4	10.4	2.7	4.0	11.2	87.9	0.0	10.5	-2.0
COc1cc(/C=C(/NC(=O)c2ccccc2)C(=O)Nc2cccc(O)c2)c([N+](=O)[O-])cc1OC	1.9	1.8	-37.0	-14.9	2.3	-0.6	-2.6	90.0	2.3	0.6	-0.1
COc1ccc(N(CC(=O)NCc2ccncc2)S(=O)(=O)c2ccccc2[N+](=O)[O-])c(OC)c1	-2.5	-2.7	5.4	37.1	2.6	-0.2	-0.8	83.5	-0.8	13.7	-2.7
O=C(O)CNC(=O)CC1S/C(=N/N=C2\CSC(=O)N2)NC1=O (centres undefined)	-10.0	0.5	-7.9	-3.8	3.2	-3.3	-8.5	100.1	-0.3	9.5	-1.3
COc1ccc(C(CNC(=O)c2oc3c(Cl)cccc3c2C)N2CCCC2)cc1 (centres undefined)	22.5	-0.9	4.8	41.4	4.3	-0.9	4.7	130.2	-3.1	-20.6	3.8
COc1ccc(/C=C2/SC(=S)N(CCCC(=O)Nc3ccc(O)cc3)C2=O)cc1	-5.4	-0.8	18.3	-21.8	1.6	1.1	-3.2	90.8	-2.5	4.5	-0.9
O=C(COC(=O)c1cc(Cl)nc(Cl)c1)NC1CCCCCC1	19.6	-1.2	6.5	-1.0	-2.2	0.5	5.6	·	-1.2	-0.7	0.2
O=C(CSc1nnc(CNC(=O)c2ccc(F)cc2)o1)NCc1ccc2c(c1)OCO2	13.7	1.4	-12.1	1.2	1.7	-1.4	1.6	103.1	2.3	20.1	-4.0
O=C(CN1CCN(C(=O)c2ccc(OCc3cn4ccccc4n3)cc2)CC1)Nc1cccc(F)c1	-3.4	0.8	-2.5	-9.6	0.9	-3.1	-9.2	101.0	0.4	6.9	-1.6
COc1cccc(NC(=S)N(Cc2cccc(Br)c2)CC2CCC(C(=O)O)CC2)c1 (centres undefined)	18.9	3.0	-17.4	10.9	5.3	-6.6	2.9	97.8	3.4	0.4	-0.1

In a second layout: results already given.
Results follow in this order: Arrestin-AP2 inh, E coli growth, PfHsp90 yeast 2, SUMO Mot1 rescue, phage Ecoli inh, Tat transport, PKA-R1A activ, DSG3 Ab inh, AddAB inh, OPRM1-OPRD1 inv, MOR-DOR ag
- COc1cccc(NC(=S)N(Cc2cccc(Br)c2)CC2CCC(C(=O)O)CC2)c1 (centres undefined)
    18.9, 3.0, -17.4, 10.9, 5.3, -6.6, 2.9, 97.8, 3.4, 0.4, -0.1
- O=C(COC(=O)c1cc(Cl)nc(Cl)c1)NC1CCCCCC1
    19.6, -1.2, 6.5, -1.0, -2.2, 0.5, 5.6, ·, -1.2, -0.7, 0.2
- Cc1cc(C)c2ccc(=S)[nH]c2n1
    15.3, 0.2, -2.4, 10.4, 2.7, 4.0, 11.2, 87.9, 0.0, 10.5, -2.0
- O=C(O)CNC(=O)CC1S/C(=N/N=C2\CSC(=O)N2)NC1=O (centres undefined)
    -10.0, 0.5, -7.9, -3.8, 3.2, -3.3, -8.5, 100.1, -0.3, 9.5, -1.3

(further entries)
SMILES	Arrestin-AP2 inh	E coli growth	PfHsp90 yeast 2	SUMO Mot1 rescue	phage Ecoli inh	Tat transport	PKA-R1A activ	DSG3 Ab inh	AddAB inh	OPRM1-OPRD1 inv	MOR-DOR ag
COc1ccc(CN2CCc3ccccc3C2)c(OC)c1OC	7.4	-0.7	1.5	2.1	1.4	-6.8	-5.4	99.3	3.5	-4.0	0.7
O=C(NN1C(=O)C2C3C=CC(O3)C2C1=O)c1ccccc1 (centres undefined)	-1.5	1.4	39.7	-3.9	2.6	-4.2	-1.0	94.0	3.7	2.9	-0.5
CC(=O)N1c2ccc(S(=O)(=O)NCCC(=O)NCc3ccc(N(C)C)cc3)cc2CC1C (centres undefined)	17.6	-1.7	3.7	162.6	1.1	-1.1	-12.2	99.3	3.0	9.0	-1.8
CCC(=O)c1ccc(OCc2ccc(C(=O)c3ccccc3)cc2)cc1	5.2	1.8	9.5	-18.2	0.8	7.9	2.5	115.1	-0.8	0.8	-0.2
c1ccc(NC2=Nc3cccc4cccc2c34)cc1	-12.3	-0.5	-12.9	22.3	3.2	4.0	8.9	101.8	4.6	0.9	-0.2
NC(=O)CC(NC(=O)c1ccc(Br)cc1)c1ccc(N2CCN(c3ccc(F)cc3)CC2)c([N+](=O)[O-])c1 (centres undefined)	1.7	-0.8	18.7	-29.0	2.3	18.6	-7.8	·	2.5	-15.9	2.8
C=CCn1c(SCC(=O)N(CCOC)c2c(N)n(CCCC)c(=O)[nH]c2=O)nnc1-c1ccc(Cl)cc1	23.9	-0.6	-3.7	152.7	1.0	1.0	-1.6	100.9	1.1	-3.6	0.5
CSCCC(N=CC1=C(O)CC(C)(C)CC1=O)C(=O)O (centres undefined)	-8.9	-0.1	10.2	258.3	0.8	15.9	5.0	·	1.4	8.5	-2.0
COc1cccc2c(Cl)c(CCCl)c(C)nc12	-5.4	1.2	-7.0	-22.4	2.8	-1.6	-9.2	98.5	1.5	-0.1	0.0
CCOC(=O)C1(CCCc2ccccc2)CCN(CC(O)CO)CC1 (centres undefined)	-10.9	2.0	-5.4	-2.3	4.8	3.9	-5.1	112.1	3.7	8.7	-1.8
CCOC(=O)c1c(NC(=O)C(Sc2ccccc2)c2ccccc2)sc(C(=O)N(C)C)c1C (centres undefined)	4.0	-0.2	51.4	7.3	1.3	10.1	-6.2	96.6	2.8	-3.0	0.4
CC(C)(C)NC(=O)CSc1nc(O)cc(=O)[nH]1	-10.9	-1.1	-9.4	-6.3	0.6	-0.6	-11.4	97.5	1.5	10.0	-1.9
CSc1cc(N2CCOCC2)nc(-c2ccccc2Cl)n1	-2.9	-1.8	·	3.3	3.6	7.2	-1.6	112.8	3.4	-1.6	0.3
COc1ccccc1CNC(=O)CSc1nc(C)cs1	1.1	-2.9	13.5	3.5	1.2	-5.4	-6.9	97.8	-2.1	3.1	-0.6
COc1cccc(OCCSc2nc3ccccc3c(=O)[nH]2)c1	41.2	1.3	-21.3	4.8	3.4	-0.6	-5.7	104.6	4.9	3.2	-0.6

Compound activity deposited in PubChem BioAssay by several laboratories.
